TbPYK inhibitor = T. brucei pyruvate kinase inhibition. AID 624173. Potency, µM (top dose mostly 76.8 µM), for inactives: at the top dose activity, negative = inhibition, actives largely listed as inhibitors. 410,000 compounds, 0.12% hits. TbPYK enzyme, Kinase-Glo Plus ATP luminescence, 45 min; also: potency is read from the fitted curve at half-maximal effect; % is scaled to controls: 0 for no effect and ±100 for the full control effect; nearly all actives have a fitted effect of over 50% in size
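Glycolytic pyruvate kinase of T. brucei was incubated with substrate, test compound and 130 uM ADP for 45 minutes at room temperature. Luminescent Kinase-Glo Plus signal was measured after 10 minutes.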
AmpC no deterg = blocks E. coli AmpC beta-lactamase in detergent-free assay. P00811. AmpC nitrocefin hydrolysis, absorbance 480 nm, 0.0001% Triton. Potency, µM (doses to about 57.1 µM), inactives show at the top dose activity change, negative = inhibition, actives largely listed as inhibitors. 330,000 compounds, 0.52% hits;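 also: potency is read from the fitted curve at half-maximal effect; plate controls were no compound for no effect and no enzyme for full effect; nearly all actives have a fitted effect of over 20% in size; some results filed as inactive show a strong effect at the top dose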
Target sequence (P00811 whole entry, looked up): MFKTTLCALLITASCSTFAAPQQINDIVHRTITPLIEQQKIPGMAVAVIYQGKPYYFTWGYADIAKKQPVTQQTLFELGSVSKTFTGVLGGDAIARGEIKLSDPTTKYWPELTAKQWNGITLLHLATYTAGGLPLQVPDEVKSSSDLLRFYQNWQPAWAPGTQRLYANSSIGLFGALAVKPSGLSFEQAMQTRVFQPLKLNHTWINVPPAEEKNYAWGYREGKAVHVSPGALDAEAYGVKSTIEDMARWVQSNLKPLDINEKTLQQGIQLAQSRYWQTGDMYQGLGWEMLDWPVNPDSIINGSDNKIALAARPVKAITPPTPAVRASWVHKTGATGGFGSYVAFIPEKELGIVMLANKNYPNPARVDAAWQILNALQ
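AmpC (5.3 nM in the dispensed reagent) in 20 mM phosphate pH 7.0 with 0.01% (detergent screen) or 0.0001% Triton X-100 was preincubated with compounds for 15 min at room temperature. Nitrocefin was then added from an 800 uM solution, and hydrolysis was followed at 480 nm.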
Pf growth 96h = P. falciparum growth inhibition at 96 hours | P. falciparum luciferase reporter growth, 96 h | Potency, µM (titrated, usually from 28.7 µM), for inactives: at the top dose activity change, negative = inhibition, actives largely listed as inhibitors | 320,000 compounds, 6.9% hits; also: potency is read from the fitted curve at half-maximal effect; % is scaled to controls: 0 for no effect and ±100 for the full control effect
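P. falciparum expressing integrated firefly luciferase grown in erythrocytes (2% hematocrit, 0.05% parasitemia final) with compounds for 96 hours at 37 C, 5% CO2. Growth inhibition read as loss of luminescence after adding luciferase detection reagent.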
Pf growth 48h = P. falciparum growth inhibition at 48 hours (one generation). Potency, µM (series often up to 28.7 µM), inactives show top-dose activity change, negative = inhibition, actives largely listed as inhibitors. AID 504832. P. falciparum luciferase growth in erythrocytes, 48 h. 310,000 compounds, 5.9% hits; also: potency is read from the fitted curve at half-maximal effect; % is scaled to controls: 0 for no effect and ±100 for the full control effect
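Erythrocytes infected with P. falciparum carrying an integrated firefly luciferase reporter (2% hematocrit, 0.1% parasitemia final) were exposed to compounds in RPMI 1640 with 0.5% Albumax at 37 C, 5% CO2. Growth inhibition was scored as reduced luminescence.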
CHX counter = counter-screen hit for Shiga toxin inhibitors, cycloheximide; cell reporter, cycloheximide protein synthesis inhibition counterscreen; max response, %; 300,000 compounds, 12% hits; AID 2314; in the data active = max response mostly above about 13%, no sharp cut-off; inactive = mostly below about 14%; also: read at 38.3 µM for the half of the compounds with a filed dose; 0% is about no effect
LmPK inh = blocks Leishmania mexicana pyruvate kinase activity; Q27686; purified LmPK, Kinase-Glo ATP luminescence, 1 h; Potency, µM (doses to about 57.5 µM), without a hit: at the highest dose activity change, negative = inhibition, usual class: inhibitors; 290,000 compounds, 0.37% hits; AID 1721; also: potency is read from the fitted curve at half-maximal effect; % is scaled to controls: 0 for no effect and ±100 for the full control effect
Target sequence (Q27686 whole entry, looked up): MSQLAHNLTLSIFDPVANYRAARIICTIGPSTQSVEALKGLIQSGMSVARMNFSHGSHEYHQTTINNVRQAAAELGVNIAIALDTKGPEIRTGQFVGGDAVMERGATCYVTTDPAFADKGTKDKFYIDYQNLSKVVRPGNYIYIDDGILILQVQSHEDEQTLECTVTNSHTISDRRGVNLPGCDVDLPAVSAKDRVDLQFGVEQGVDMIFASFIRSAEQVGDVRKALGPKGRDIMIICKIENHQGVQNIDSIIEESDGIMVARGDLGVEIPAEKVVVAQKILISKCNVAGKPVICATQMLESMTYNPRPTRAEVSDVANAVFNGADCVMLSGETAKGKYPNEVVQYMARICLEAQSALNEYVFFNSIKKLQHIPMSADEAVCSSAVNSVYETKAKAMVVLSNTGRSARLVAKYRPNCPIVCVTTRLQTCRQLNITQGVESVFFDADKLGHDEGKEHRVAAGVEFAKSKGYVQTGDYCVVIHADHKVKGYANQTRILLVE
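ATP generated from ADP (0.1 mM) and PEP (0.5 mM) by 0.1 nM LmPK over 1 h at room temperature (pH 7.2 imidazole buffer) was detected by coupled luciferase luminescence. Values were normalized to uninhibited and no-enzyme wells.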
Shiga inhibitor = inhibitors of Shiga toxin in Vero cells; AID 2315; inhibition, % at 38.7 µM; Vero cells, Shiga toxin protein synthesis inhibition reporter; 290,000 compounds, 9.2% hits; in the data active = inhibition mostly above about 28%, no sharp cut-off; inactive = mostly below about 43%; also: 0% is about no effect
Numbers without * were called inactive; ? = inconclusive; . = no result given; & = joins results of further samples; [ ] = remark or other dose. Unless noted, calls follow the shape of the dose curve; as a rule, active = well fitted curve in the direction sought with a large enough effect; inconclusive = small, poorly fitted or top-dose-only effect, or another doubt; inactive = no such curve, though single readings can be large; an effect the other way counts as inactive or inconclusive.

cpd | SMILES | TbPYK inhibitor | AmpC no deterg | Pf growth 96h | Pf growth 48h | CHX counter | LmPK inh | Shiga inhibitor
1 | CCOc1ccc(OCC(=O)Nc2ccc(S(=O)(=O)Nc3cc(C)nc(C)n3)cc2)cc1 | -25% | -22% | . | 3% | -2 | 8% | -5
2 | COc1cc2nc(NCCCN3CCN(C)CC3)n3nc(-c4ccccc4)nc3c2cc1OC | -6% | 161%[activator] | . | . | 6 | 4% | -3
3 | Cc1cccc(N(CC(=O)NCc2ccco2)C(=O)CCC(=O)Nc2ccccn2)c1 | 1% | -17% | -22% | -17% | 12 | -2% | 40
4 | CCCCCCCCCCSc1n[nH]c(N)n1 | -6% | -14% | 0% | 23% | 6 | 3% | 46
5 | CCN(CC)C(=O)CSc1ccccc1N | -11% | -12% | -9% | 8% | -3 | 2% | -9
6 | Cc1cccc(CCNC(=O)CC2C(=O)NCCN2Cc2ccccc2C)n1 (centres undefined) | 1% | 105%[activator] | 12µM* | -54% | 1 | -2% | 22
7 | O=[n+]1cc(-c2ccccc2)n([O-])c2c1CCCCC2 | 0% | -58% | 15µM* | 24% | 16* | 1% | -5
8 | CCc1nnc(NS(=O)(=O)c2ccc(NC(=O)c3cccc([N+](=O)[O-])c3)cc2)s1 | -6% | -33% | -16% | 6% | -1 | 5% | -7
9 | O=C(CCn1cccc1)NCc1ccc2c(c1)OCO2 | 7% | -9% | 28% | -7% | -1 | 1% | 15
10 | CN(C)S(=O)(=O)c1ccc(N2CCCC2)c(C(=O)NNC(=O)COc2ccccc2F)c1 | -3% | ? | ? | 2% | . | . | .
11 | Cc1c(C(=O)N2CCN(c3ccccc3F)CC2)sc2ncn(CC(=O)N3CCOCC3)c(=O)c12 | -2% | 62%[activator] | . | ? | -2 | 0% | -8
12 | CN1CCN(C(=O)c2cc(-c3cccc(Cl)c3)on2)CC1 | -3% | -2% | 11% | 66%[activator] | 34* | -5% | 41
13 | CCOC(=O)N1CCN(C(=O)c2cc3n(n2)C(C(F)(F)F)CC(c2ccc4c(c2)OCO4)N3)CC1 (centres undefined) | 2% | -2% | ? | 13% | -4 | 1% | -5
14 | COc1ccccc1NC1=C(C)C(=O)CC1 | 3% | -14% | 18% | 14% | -3 | -5% | 0
15 | CCCCCCCCCCCCCCCC(=O)OCC(O)C1OC(=O)C(O)=C1O (centres undefined) | -1% | . | . | . | 6 | . | 9
16 | Cc1ccc(Oc2c(CO)c(-c3ccccc3)nn2C)cc1 | 6% | -21% | -4% | -21% | 11 | 10% | 26
17 | O=C(NCCC1=CCCCC1)C(=O)NCC1OCCCN1S(=O)(=O)c1ccc(F)cc1 (centres undefined) | -1% | 3% | -22% | -12% | 11 | 1% | -2
18 | c1ccc(C2=NNC(c3ccccn3)=NN2)nc1 | -19% | -11% | ? | -51%[0.00184 µM] | 33* | -22% | 71*
19 | Cc1cccc(C(=O)OCC(=O)N(C)CC(=O)Nc2ccc(Cl)c(C(F)(F)F)c2)c1 | -1% | 5% | ? | ? | . | . | .
20 | CCOC(=O)N/N=C/c1cn(Cc2ccccc2Cl)c2ccccc12 | -2% | -4% | ? | ? | 5 | 4% | 20
21 | CCOC(=O)c1c(C)[nH]c(C(=O)C(C)Cl)c1C (centres undefined) | 0% | -24% | 2% | 14% | 10 | -3% | 46
22 | Cc1cc2c(c(=O)n1C)C(C(C)C)C(C#N)=C(N)O2 (centres undefined) | 18% | -9% | 7% | 6% | -3 | 4% | -6
23 | Cc1oc(-c2ccccc2Cl)nc1CS(=O)CC(=O)NCc1ccccc1Cl (centres undefined) | -4%&-2% | 73%[activator] | ? | 4% | -2 | -4% | -1
24 | CCC(=O)Oc1ccc2c(C)cc(=O)oc2c1C | 4% | -12% | ? | -13% | -2 | -1% | 8
25 | O=C(Nc1ccc2ccccc2c1)[C@@H]1C[C@H]1[C@@H](NP(=O)(c1ccccc1)c1ccccc1)c1ccccc1 | -1% | 12% | ? | 9.3µM* | 9 | 9% | 25

More entries.
cpd | SMILES | TbPYK inhibitor | AmpC no deterg | Pf growth 96h | Pf growth 48h | CHX counter | LmPK inh | Shiga inhibitor
26 | Cc1nn(-c2ccccc2)c2nc(-c3ccccc3)cc(C(=O)N3CCOCC3)c12 | 0% | 187%[activator] | 2.1µM* | -19% | -4 | 2% | -5
27 | O=C(CN(Cc1ccc(Cl)cc1)C(=O)CNS(=O)(=O)c1ccc(F)cc1)NCC1CCCO1 (centres undefined) | 1% | 71%[activator] | ? | 16% | -7 | -1% | -5
28 | CCn1c(C)cc(/C=C2/NC(=O)N(c3ccccc3)C2=O)c1C | -6% | 23% | 37%[activator] | ? | 43* | -2% | 97*
29 | Cc1ccc(CCNC(=O)Cc2ccc(NC3=NC4CS(=O)(=O)CC4S3)cc2)cc1 (centres undefined) | 4% | -7% | ? | 20% | 1 | -1% | -1
30 | Cc1cc(C)cc(NC(=O)C(OC(=O)C2=COCCO2)c2ccccc2)c1 (centres undefined) | -12% | 7% | -32% | 4% | 12 | 9% | 6
31 | O=C(c1cc(COc2ccc(F)cc2Cl)on1)N1CCC(OCc2cccnc2)CC1 | 4% | 165%[activator] | 108%[activator] | ? | -1 | 0% | 19
32 | Cn1nnnc1SCC(=O)c1c(N)n(C2CC2)c(=O)[nH]c1=O | -2% | -15% | -23% | 1% | . | . | .
33 | c1ccc(Cn2c(SCCN3CCOCC3)nnc2-c2cccnc2)cc1 | 6% | -8% | 10µM* | . | 15 | 3% | 31
34 | Cc1ccc(NC(=O)Cn2cnc3cc([N+](=O)[O-])ccc3c2=O)cc1 | -3% | -24% | 16% | 39%[activator] | -2 | -1% | -1
35 | CCOC(=O)CCSc1nc(N2CCOCC2)c2c(c1C#N)CC(C)(C)OC2 | ? | 6% | 36%[activator] | 4.7µM* | 1 | -3% | 10
36 | CN(CCc1ccccn1)C(=O)CN(C)S(=O)(=O)c1ccc2c(c1)c(=O)n(C)c(=O)n2C | -14% | -6% | 15% | 8% | -1 | -2% | -3
37 | Cc1ccc2cc(CN(c3ccccc3C)S(=O)(=O)c3ccccc3)c(=O)[nH]c2c1 | 1% | -48% | ? | -19% | 19 | 0% | -6
38 | O=C(CN1C(=O)/C(=C/c2ccco2)SC1=S)Nc1ccc(O)c(C(=O)O)c1 | -4% | -31% | 15µM* | 11% | -3 | 17% | -5
39 | O=C(O)c1cc(=O)[nH]c(=O)[nH]1 | -1% | . | ? | ? | . | . | .
40 | CC(C)[C@H](NC(=O)OC(C)(C)C)c1nnc(SCc2cccc(F)c2)o1 | 3% | 4% | ? | ? | 2 | 3% | 0
41 | COc1ccccc1/C=N/NC(=O)c1ccc(N(C)S(=O)(=O)c2ccccc2)cc1 | -25% | -28% | -18% | 9% | -9 | 9% | -9
42 | O=C(C1CC(=O)N(C2CCCC2)C1)N1CCN(c2cccc(Cl)c2)CC1 (centres undefined) | -10% | 146%[activator] | 2% | ? | -4 | 0% | -7
43 | CC1SCC(=NOCc2ccccc2)CS1 (centres undefined) | -10% | -24% | 40%[activator] | 71%[activator] | 38* | -24% | 114*
44 | N#Cc1cccc(OC(=O)c2ccc3c(=O)n4c(nc3c2)CCC4)c1 | -12% | -13% | 47%[activator] | 6% | . | . | .
45 | CCN1CCN(c2ccc(NC(=O)c3cccc(OCc4ccccc4)c3)cc2)CC1 | -1% | 3% | -102% | . | 4 | 0% | 8
46 | O=C(CCCCl)Oc1ccc2cc(-c3ccc4ccccc4n3)c(=O)oc2c1 | -4% | -16% | 0% | 29% | 20* | 3% | 9
47 | CCN(CC)CCCNC(=O)Cn1ncn2cccc2c1=O | 4% | -7% | . | -2% | -2 | -8% | -3
48 | Cn1c(=O)oc2cc(S(=O)(=O)N3CCC(C(=O)NCc4ccccc4)CC3)ccc21 | 6%&-2% | 1% | ? | ? | -3 | -1% | -4
49 | CCc1nnc(NC(=O)CSc2nnc(-c3ccccc3O)n2-c2ccc(C)cc2)s1 | 4% | -35% | -13% | -23% | -3 | 6% | -3
50 | CCN(CC)c1ccc2nc3c4ccccc4c(=O)cc-3oc2c1 | -12% | -18% | -1% | 25% | 52* | -2% | 65*

Ordered by number of heavy atoms (low to high): 4 of the compounds above.
cpd | SMILES | TbPYK inhibitor | AmpC no deterg | Pf growth 96h | Pf growth 48h | CHX counter | LmPK inh | Shiga inhibitor
32 | Cn1nnnc1SCC(=O)c1c(N)n(C2CC2)c(=O)[nH]c1=O | -2% | -15% | -23% | 1% | . | . | .
35 | CCOC(=O)CCSc1nc(N2CCOCC2)c2c(c1C#N)CC(C)(C)OC2 | ? | 6% | 36%[activator] | 4.7µM* | 1 | -3% | 10
37 | Cc1ccc2cc(CN(c3ccccc3C)S(=O)(=O)c3ccccc3)c(=O)[nH]c2c1 | 1% | -48% | ? | -19% | 19 | 0% | -6
49 | CCc1nnc(NC(=O)CSc2nnc(-c3ccccc3O)n2-c2ccc(C)cc2)s1 | 4% | -35% | -13% | -23% | -3 | 6% | -3

The list continues.
cpd | SMILES | TbPYK inhibitor | AmpC no deterg | Pf growth 96h | Pf growth 48h | CHX counter | LmPK inh | Shiga inhibitor
51 | c1ccc(N2CCN(c3c4c(nc5ncnn35)CCC4)CC2)cc1 | 1% | -5% | ? | 13% | -1 | 3% | 18
52 | Cc1ccc(-n2c(C)cc(=O)cc2C)cc1[N+](=O)[O-] | 0% | -11% | 0% | 22% | -5 | 3% | -12
53 | Cc1ccc(N(C(C)C(=O)O)S(=O)(=O)c2c(C)n[nH]c2C)cc1 (centres undefined) | 6% | -13% | -25% | 22% | -4 | 0% | -18
54 | Cc1ccc(CNC(=O)c2ccccc2SCC(=O)NCC2CCCCC2)cc1 | -2% | -23% | ? | -6% | 4 | 1% | 13
55 | COc1ccc(NC(=O)CN2CCN(CC(=O)Nc3ccccc3Cl)CC2)c(OC)c1 | 1% | 75%[activator] | 15µM* | . | -3 | 0% | -7
56 | C/C(=N\NC(=O)c1ccc(N)cc1)C1CC1 | 3% | -10% | 27% | 8% | 40* | -8% | 39*
57 | COc1ccc(OC)c(NC(=O)CCC(=O)N(Cc2ccc(OC)c(OC)c2)c2nccs2)c1 | 1% | 130%[activator] | 4% | -6% | 5 | 2% | 10

2 records drawn at random from the list so far:
cpd | SMILES | TbPYK inhibitor | AmpC no deterg | Pf growth 96h | Pf growth 48h | CHX counter | LmPK inh | Shiga inhibitor
54 | Cc1ccc(CNC(=O)c2ccccc2SCC(=O)NCC2CCCCC2)cc1 | -2% | -23% | ? | -6% | 4 | 1% | 13
42 | O=C(C1CC(=O)N(C2CCCC2)C1)N1CCN(c2cccc(Cl)c2)CC1 (centres undefined) | -10% | 146%[activator] | 2% | ? | -4 | 0% | -7

2 neighbouring records already listed, for reference:
cpd | SMILES | TbPYK inhibitor | AmpC no deterg | Pf growth 96h | Pf growth 48h | CHX counter | LmPK inh | Shiga inhibitor
32 | Cn1nnnc1SCC(=O)c1c(N)n(C2CC2)c(=O)[nH]c1=O | -2% | -15% | -23% | 1% | . | . | .
33 | c1ccc(Cn2c(SCCN3CCOCC3)nnc2-c2cccnc2)cc1 | 6% | -8% | 10µM* | . | 15 | 3% | 31

Outcome played no part in choosing rows (roughly 22% active in at least one column).
